FLuc inh counter = counter-screen for luciferase assay inhibitors: firefly luciferase inhibition | inhibition, % at 10 µM | ATPLite firefly luciferase biochemical luminescence, 10 min | P08659 | actives 1.5% (n = 200,000);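 active = inhibition above about 50% when tested at 10 µM, limit read from the data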
Target sequence (P08659 whole entry, looked up): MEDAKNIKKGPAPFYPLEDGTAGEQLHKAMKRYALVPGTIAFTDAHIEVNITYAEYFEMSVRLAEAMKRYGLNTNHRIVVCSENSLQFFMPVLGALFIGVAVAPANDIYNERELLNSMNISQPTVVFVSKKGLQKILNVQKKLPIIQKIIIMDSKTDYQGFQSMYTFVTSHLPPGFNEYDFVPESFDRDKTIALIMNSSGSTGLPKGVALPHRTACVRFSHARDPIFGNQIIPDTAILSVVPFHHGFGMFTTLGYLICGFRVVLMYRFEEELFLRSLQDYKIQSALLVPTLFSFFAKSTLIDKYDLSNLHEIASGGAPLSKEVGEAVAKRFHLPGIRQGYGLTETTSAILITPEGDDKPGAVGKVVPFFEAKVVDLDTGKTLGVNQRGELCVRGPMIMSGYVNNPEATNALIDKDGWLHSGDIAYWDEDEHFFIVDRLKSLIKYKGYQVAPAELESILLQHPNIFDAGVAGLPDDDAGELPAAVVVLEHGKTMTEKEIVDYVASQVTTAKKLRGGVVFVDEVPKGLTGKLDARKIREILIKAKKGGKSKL
Hsp70 activator = transcriptional activators of Hsp70; actives 0.04% (n = 200,000); HeLa Hsp70 promoter luciferase reporter, luminescence; scaled: vehicle 0, proteasome-inhibitor control 100%; activation, % at 10 µM;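 active = activation above the mean across all tested compounds plus 3 SD, cutoff set per campaign, cut at about 5.5% in these data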;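 also: 100% = MG132 at 30 µM as the positive control and 0% = DMSO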
STAT1 activator = increases IFN-gamma driven STAT1 reporter signal; NIH 3T3 STAT1-luciferase reporter, luminescence; 100% = IFN-gamma alone, no compound; activation (% of control), % at 5.5 µM; actives 2.6% (n = 200,000); AID 932;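 active = activation above the screen-wide mean activation plus 3 SD, cut at about 130% in these data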;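 also: raw ratio to IFN-gamma control signal so 100% means no change and 0% no light; values of inactives mirror those of a sister screen read the other way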
NF-kB expr up = NF-kB expression increase, human neuronal cells. NF-kB reporter expression; active compounds read high. fold change at 12.5 µM. actives 1.6% (n = 190,000); in the data active = fold change above about 3.3
G6PDH CS = inhibits Leuconostoc G6PDH, flagging false hits in G6PDH-based assays; Purified L. mesenteroides G6PDH, diaphorase/resazurin coupled fluorescence, 45 min; inhibition, % at 5 µM; actives 0.12% (n = 200,000); in the data active = inhibition above about 50%
HMGR II inh = inhibitors of class II HMG-CoA reductase from Enterococcus faecalis; inhibition, % at 10 µM; purified E. faecalis HMGR, NADPH absorbance 340 nm kinetic; actives 0.41% (n = 190,000);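 active = inhibition above a set limit, the median over all tested compounds plus 3 SD, cut at about 9.5% in these data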;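 also: enzyme runs in reverse so mevalonate oxidation gives rising NADPH absorbance; 0% = complete reaction with DMSO and 100% = background rate lacking mevalonate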
DTT redox prof = compounds producing H2O2 with reducing agent – biochemical, NIH compound library profiling, artefact control for MLSCN library redox annotation, primary screen. actives 0.03% (n = 200,000). DTT-dependent redox cycling H2O2, phenol red/HRP absorbance; 100% = 100 µM peroxide control, 0% = buffer. AID 878. activation, % at 10 µM;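 active = activation of at least 50% relative to the plate's high and low controls in the primary single-dose screen; inactive = activation below 50%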;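 also: compound incubated with DTT at 0.8 mM final as the reducing agent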
FLuc act counter = affects firefly luciferase, flagging false hits in luciferase stimulation screens. P08659. ATPlite luciferase biochemical, luminescence, 10 min; 0 = ATP-free wells, 1 = DMSO control. activation factor at 10 µM. 200,000 tested, under 10 active;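 active = luciferase activation factor, scaled between plate controls, of at least 2 with compound at 10 µM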
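Assay system: Luciferase/luciferin detection reagent, cell-free biochemical luciferase assay / Also added: ATP substrate / Schedule: 10 min at ambient temperature / Measured by: luminescence measurement of luciferase light output / Benchmarks: low control with PBS replacing ATP, high control enzyme plus ATP without compound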
APP 5'UTR act = activates APP 5'UTR luciferase reporter; SH-SY5Y APP 5'UTR luciferase reporter, luminescence; zero percent = DMSO vehicle wells; activation, % at 2 µM; actives 1% (n = 190,000); AID 1276;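 active = activation above a set limit, based on mean plus 3 SD of controls, cut at about 140% in these data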; also: values of inactives mirror those of a sister screen read the other way
APP 5UTR inh = APP translation inhibition; SH-SY5Y APP 5'UTR-luciferase reporter, luminescence; inhibition, % at 2 µM; actives 0.82% (n = 190,000);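 active = inhibition above a set limit, derived from the sample mean plus 3 SD, cut at about 45% in these data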; also: values of inactives mirror those of a sister screen read the other way
Starred values were filed as active, the others as inactive.

SMILES	FLuc inh counter	Hsp70 activator	STAT1 activator	NF-kB expr up	G6PDH CS	HMGR II inh	DTT redox prof	FLuc act counter	APP 5'UTR act	APP 5UTR inh
COc1cc(-c2nn3c(-c4ccccn4)nnc3s2)cc(OC)c1OC	-6	-0.1	103	0.68	5	-8	-0.4	1.1	7	-7
O=C(N/N=C/c1ccc(N2CCOCC2)c([N+](=O)[O-])c1)c1ccc(F)cc1	-3	-0.3	98	0.49	0	0	0.2	1	11	-11
N#CCSc1nc2[nH]ncc2c(=O)n1-c1ccccc1Br	-10	-0.1	97	0.89	4	-2	-0.6	1.1	4	-4
CC1CCN(C(NC(=O)c2ccco2)C(=O)c2ccccc2)CC1 (configuration not stated)	-4	0.0	100	0.91	-5	-6	-5.6	1	32	-32
Cc1cc(CNC(=O)C(C)Cc2ccccc2)nn1C (configuration not stated)	-1	0.6	100	1.2	14	-2	-0.6	1	-8	8
COc1ccc(NC(=O)C(C)N2c3cccc4cccc(c34)S2(=O)=O)cc1OC (configuration not stated)	-4	-0.4	74	0.75	2	-1	-0.8	1	-2	2
O=C(c1ccc2c(c1)OCO2)N(CC1CCCO1)C1(C(=O)NC2CCCC2)CCCCC1 (configuration not stated)	-5	-0.1	99	1.1	1	1	0.6	1	29	-29
Cc1cc(C)nc(NC(=O)CSc2ccccn2)n1	-4	-0.1	99	1.3	3	-3	-1.1	1	12	-12
CCc1ccc(OCCCC(=O)Nc2ccc(S(N)(=O)=O)cc2)cc1	-7	-0.1	90	0.94	12	-3	-2.1	1.1	20	-20
CCc1nc(N2CCN(C(=O)c3ccccc3)CC2)c(C#N)c2c1COC(C)(C)C2	-5	-0.1	92	0.62	-2	2	-3.1	1	0	0
C/C(=N\NC(=O)c1cccnc1)c1cc(C)oc1C	3	-0.3	107	1.2	-1	-3	-0.3	1	11	-11
O=S(=O)(Cc1ccc(Cl)cc1)Nc1ccc(Cl)cn1	-2	-0.1	108	1.3	-3	-7	0.7	1	8	-8
Cc1ccc(NC(=O)c2ccn(C(=O)Nc3ccccc3)n2)c(C)c1	13	1.0	114	1.6	-1	-4	0.1	0.9	35	-35
C/C(Cn1nc([N+](=O)[O-])cc1C)=N\NC(=O)COc1ccc(Cl)cc1Cl	-5	-0.2	104	1.2	-4	-9	0.2	1	1	-1
O=C(c1cccc(C(=O)N2CCc3ccccc32)n1)N1CCc2ccccc21	0	-0.1	95	0.82	12	4	-0.9	1	-32	32
COc1ccc(Nc2cc(C(=O)NCc3ccco3)c3ccccc3n2)cc1	3	-0.5	95	1.1	0	-5	0.3	1	15	-15
COCCNC(=O)c1cc2sc3ccccc3c2s1	7	0.2	137*	2.3	-18	-8	1.7	0.9	104	-104
O=C(NC(Cc1ccccc1)C(=O)O)c1ccc(S(=O)(=O)N2CCCC2)cc1 (configuration not stated)	-4	-0.3	103	0.99	11	-3	-0.6	1	-5	5
O=C(C1CCN(S(=O)(=O)c2ccccc2)CC1)N(CCc1ccccc1)Cc1ccco1	-4	-0.1	101	0.5	8	0	-1.3	1	-7	7
O=C(C(Sc1ccccc1)c1ccccc1)N1CCN(c2ccccc2)CC1 (configuration not stated)	-2	-0.1	100	0.56	-13	1	-0.2	1	28	-28
C/C(=N\Nc1nc2ccccc2[nH]1)c1ccc2c(c1)OCCO2	78*	0.2	107	1	-3	-5	-1.3	0.2	31	-31
Cc1ccc(-n2c(-c3ccccc3)c[n+]3c2CCc2ccccc2-3)c(C)c1	-9	0.0	74	0.76	-3	-2	-0.5	1.1	27	-27
CCN(CC)S(=O)(=O)c1ccc(C(=O)NCc2n[nH]c(=S)n2-c2ccccc2OC)cc1	1	-0.2	99	0.99	-2	1	1.0	1	-32	32
Nc1ccc(C(=O)N(CCO)CCO)cc1	-7	-0.3	103	1.4	5	-4	-0.4	1.1	1	-1
COc1cccc(-c2csc3nc[nH]c(=O)c23)c1	-3	0.0	98	0.82	0	-8	0.3	1	9	-9

A second format for part of the listing above:
SMILES | FLuc inh counter | Hsp70 activator | STAT1 activator | NF-kB expr up | G6PDH CS | HMGR II inh | DTT redox prof | FLuc act counter | APP 5'UTR act | APP 5UTR inh
COc1ccc(NC(=O)C(C)N2c3cccc4cccc(c34)S2(=O)=O)cc1OC (configuration not stated) | -4 | -0.4 | 74 | 0.75 | 2 | -1 | -0.8 | 1 | -2 | 2
COc1cccc(-c2csc3nc[nH]c(=O)c23)c1 | -3 | 0.0 | 98 | 0.82 | 0 | -8 | 0.3 | 1 | 9 | -9
O=C(NC(Cc1ccccc1)C(=O)O)c1ccc(S(=O)(=O)N2CCCC2)cc1 (configuration not stated) | -4 | -0.3 | 103 | 0.99 | 11 | -3 | -0.6 | 1 | -5 | 5
COc1ccc(Nc2cc(C(=O)NCc3ccco3)c3ccccc3n2)cc1 | 3 | -0.5 | 95 | 1.1 | 0 | -5 | 0.3 | 1 | 15 | -15
COCCNC(=O)c1cc2sc3ccccc3c2s1 | 7 | 0.2 | 137* | 2.3 | -18 | -8 | 1.7 | 0.9 | 104 | -104
C/C(=N\NC(=O)c1cccnc1)c1cc(C)oc1C | 3 | -0.3 | 107 | 1.2 | -1 | -3 | -0.3 | 1 | 11 | -11
CC1CCN(C(NC(=O)c2ccco2)C(=O)c2ccccc2)CC1 (configuration not stated) | -4 | 0.0 | 100 | 0.91 | -5 | -6 | -5.6 | 1 | 32 | -32

(further entries)
SMILES	FLuc inh counter	Hsp70 activator	STAT1 activator	NF-kB expr up	G6PDH CS	HMGR II inh	DTT redox prof	FLuc act counter	APP 5'UTR act	APP 5UTR inh
COc1ccc2c(c1)C=CC1(O2)N(CCO)c2ccccc2C1(C)C (configuration not stated)	-5	-0.2	106	0.68	7	-4	0.0	1.1	19	-19
Cc1ccccc1C(=O)N1CCN(c2ccc([N+](=O)[O-])c(NCc3cccnc3)c2)CC1	-6	-0.3	96	0.54	-23	-11	-0.7	1.1	4	-4
CCOC(=O)N1CCN(Cc2nc3c(c(=O)[nH]c(=O)n3C)n2Cc2cc(C)ccc2C)CC1	-5	-0.5	97	1.3	-18	1	1.0	1.1	1	-1
Cc1ccccc1OCC(O)CN1CCC(C)CC1 (configuration not stated)	-4	0.2	100	1	4	-2	-1.0	1	-14	14
S=C(NC1CCCC1)N1CCN(C/C=C/c2ccccc2)CC1	-3	0.2	81	1.1	13	2	0.6	1	1	-1
O=C(OCCN1C(=O)c2cccc3c(N4CCOCC4)ccc(c23)C1=O)c1ccccc1Cl	-4	-0.2	91	0.34	-2	0	0.1	1	-15	15
CCCNC(=O)c1cccc(COc2ccccc2OC)c1	-4	-0.1	92	1.9	6	2	0.8	1	130	-130
O=C(c1nc2ccccn2c1CN1CCCC(OCc2ccccc2)C1)N1CCCC1 (configuration not stated)	-1	-0.5	82	1.4	10	0	0.1	1	7	-7
O=[N+]([O-])c1ccc(O)c(C=Nc2cccc3ncccc23)c1	-1	0.0	104	2	9	-8	-0.8	1	15	-15
Cc1nonc1C(=O)N/N=C/c1cc2c(cc1Br)OCO2	5	-0.2	119	1.5	14	-6	0.0	1	3	-3
O=C(CSc1nc2ccccc2c(=O)n1-c1ccc(Cl)cc1)N/N=C/C=C/c1ccccc1[N+](=O)[O-]	-5	0.1	101	0.86	3	-1	0.1	1.1	8	-8
NS(=O)(=O)c1ccc(NCc2cc(Cl)ccc2OCc2ccc(F)cc2)cc1	-5	-0.4	107	0.92	-2	1	0.2	1.1	6	-6
CN(CCC1CCOCC1)C(=O)CC1C(=O)NCCN1CC1CCCCC1 (configuration not stated)	-2	0.2	110	1	17	-1	0.0	1	13	-13
CCN1C(=O)CC(N2CCN(c3ccc(Cl)cc3)CC2)C1=O (configuration not stated)	-5	-0.3	103	1.3	4	-4	1.1	1.1	17	-17
Cc1ccc(/C=N/NC(=O)CNC(=O)c2ccc(S(=O)(=O)N3CCCC3)cc2)o1	-2	-0.4	92	1.1	15	-12	-0.4	1	-4	4
Cc1onc(-c2c(F)cccc2Cl)c1C(=O)NCCc1ccc(S(N)(=O)=O)cc1	1	-0.2	105	1	9	4	1.1	1	1	0
CN1C(=O)NC(c2ccccc2)C2=C1CN(c1cccc(C(F)(F)F)c1)C2=O (configuration not stated)	1	-0.5	104	1	-2	-1	-0.1	1	-20	20
COc1c(C)cc(C(=O)C2CCCN(C(=O)CCc3scnc3C)C2)cc1C (configuration not stated)	-8	-0.1	95	0.98	11	-2	-1.2	1.1	6	-6
NC(=O)C1CCN(C2CC(=O)N(c3ccc(F)c(Cl)c3)C2=O)CC1 (configuration not stated)	-6	-0.3	97	1	2	-2	1.8	1.1	22	-22
O=C(Nc1cccnc1Cl)c1ccc(S(=O)(=O)N2CCCCCC2)cc1	-6	-0.4	100	1.4	4	-8	-1.8	1.1	-90	90*
COCc1[nH]nc2c1C(c1ccc(OC)c(OC)c1)C(C#N)=C(N)O2 (configuration not stated)	-10	-0.3	100	1.1	-5	-7	2.9	1.1	26	-26
O=C(COC(=O)C1CC2C=CC1C2)Nc1cccc(S(=O)(=O)N2CCCCCC2)c1 (configuration not stated)	-4	-0.3	101	0.9	4	-4	0.0	1	3	-3
Cc1c(C)c2ccc(OCC(=O)N(C)C)c(C)c2oc1=O	-2	-0.3	108	1.1	-4	-1	1.1	1	-3	3
Cc1ncsc1CCOC(=O)c1ccc(Cl)cc1	10	-0.3	127	1.6	15	1	0.4	0.9	6	-6
Cc1ccc(OP(=O)(Nc2c(C)n(C)n(-c3ccccc3)c2=O)Oc2ccc(C)cc2)cc1	-3	-0.5	100	1	4	-2	0.1	1	-17	17
Remaining list, next part.
SMILES	FLuc inh counter	Hsp70 activator	STAT1 activator	NF-kB expr up	G6PDH CS	HMGR II inh	DTT redox prof	FLuc act counter	APP 5'UTR act	APP 5UTR inh
COCC(C)n1c(SCc2nc3ccccc3c(=O)[nH]2)nc2ccccc2c1=O (configuration not stated)	-1	-0.2	84	0.91	7	-3	0.0	1	11	-11
O=C(O)CCCNC(=O)OCc1ccccc1	-1	-0.3	99	1.3	2	0	1.4	1	12	-12
O=C(Nc1nccs1)C1CC(=O)N(c2ccccc2Cl)C1 (configuration not stated)	-9	-0.2	100	0.85	3	-6	0.5	1.1	9	-9
Cc1ccc(-c2ccc(/C=N/NC(=S)Nc3ccccc3)o2)cc1[N+](=O)[O-]	-4	0.0	99	1.4	-2	4	2.4	1	-11	12
CCOC(=O)c1c(NC(=S)NC(=O)c2ccco2)sc2c1CCCC2	-8	-0.2	88	1.1	0	-7	-0.3	1.1	0	0
COc1cc(C(Nc2ccccn2)c2ccc3ccc(C)nc3c2O)cc(OC)c1O (configuration not stated)	-5	-0.2	94	6*	61*	-7	-1.3	1	-18	18

Some of the entries so far, bar-delimited.
Structure | FLuc inh counter | Hsp70 activator | STAT1 activator | NF-kB expr up | G6PDH CS | HMGR II inh | DTT redox prof | FLuc act counter | APP 5'UTR act | APP 5UTR inh
COCC(C)n1c(SCc2nc3ccccc3c(=O)[nH]2)nc2ccccc2c1=O (configuration not stated) | -1 | -0.2 | 84 | 0.91 | 7 | -3 | 0.0 | 1 | 11 | -11
Cc1ccc(-c2ccc(/C=N/NC(=S)Nc3ccccc3)o2)cc1[N+](=O)[O-] | -4 | 0.0 | 99 | 1.4 | -2 | 4 | 2.4 | 1 | -11 | 12
O=C(O)CCCNC(=O)OCc1ccccc1 | -1 | -0.3 | 99 | 1.3 | 2 | 0 | 1.4 | 1 | 12 | -12
COc1cc(C(Nc2ccccn2)c2ccc3ccc(C)nc3c2O)cc(OC)c1O (configuration not stated) | -5 | -0.2 | 94 | 6* | 61* | -7 | -1.3 | 1 | -18 | 18
O=C(Nc1nccs1)C1CC(=O)N(c2ccccc2Cl)C1 (configuration not stated) | -9 | -0.2 | 100 | 0.85 | 3 | -6 | 0.5 | 1.1 | 9 | -9
